# Assay outcomes as filed in PubChem.
# PGC1a acetyl inh – lowers PGC1a acetylation signal in U2OS cells; AlphaScreen anti-acetyl-lysine; with virally co-expressed GCN5 acetyltransferase; inhibition, % at 15.6 µM; 0.17% of 350,000 active;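 active = every replicate shows inhibition of at least 40%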;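 note: 0% = neutral control wells and 100% = positive control wells; some results beyond the cut were filed as inactive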
# ERAP1 inh – ERAP1 (human) enzyme inhibition | Q9NZ08 | recombinant ERAP1, Leu-AMC fluorescence, 60 min | inhibition, % at 10.7 µM | 0.15% of 340,000 active | AID 652197;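 active = mean replicate inhibition of at least 30%, or all replicates individually reaching that 30% level; inactive = mean below 30% and not every replicate reaching it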;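 note: 0% = neutral control wells and 100% = L-leucinethiol positive control wells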
# C2C12 statin – suppression of simvastatin myotoxicity; C2C12 myotubes + simvastatin, ATP luminescence, 48 h; scaled: DMSO 0, geranylgeraniol control 100; rescue of ATP level, % at 7.49 µM; 0.78% of 330,000 active;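 active = mean ATP rescue above about 67%, or every replicate alone reaching that limit, limit read from the data, passing the limit was not always enough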;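 note: myotubes were challenged with 10 µM simvastatin during compound exposure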
# SIRT5 block – blocks human SIRT5 desuccinylation of peptide | 1.1% of 330,000 active | inhibition, % at 15 µM | Purified SirT5, succinyl-peptide AMC, trypsin-coupled fluorescence | Q9NXA8; in the data active = inhibition above about 15%
# Target sequence (Q9NXA8 whole entry, looked up): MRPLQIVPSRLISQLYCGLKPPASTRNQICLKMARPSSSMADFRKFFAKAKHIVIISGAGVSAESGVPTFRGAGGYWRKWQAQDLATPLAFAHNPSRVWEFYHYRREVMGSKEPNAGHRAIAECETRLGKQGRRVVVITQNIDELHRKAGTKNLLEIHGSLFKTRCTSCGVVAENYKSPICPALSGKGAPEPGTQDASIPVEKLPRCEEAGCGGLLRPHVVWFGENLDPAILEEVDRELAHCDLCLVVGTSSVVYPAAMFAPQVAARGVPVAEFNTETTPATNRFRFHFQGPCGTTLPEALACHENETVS
# Xi reactivation – reactivates the inactive X chromosome in mouse fibroblasts; XiGFP mouse fibroblasts, % GFP-positive cells imaging, 3 d; cells co-treated with 5-aza-dC sensitizer; scaled so ellipticine positive control = 100%; activation, % at 7.58 µM; 0.055% of 360,000 active;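 active = mean normalized replicate activation at least 10% and every replicate at or above 10%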;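 note: 0% = median of on-plate neutral control wells and 100% = ellipticine 6 µM median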
#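 Material: SV40-immortalized XiGFP fibroblast cells, line 68-5-11 | Buffer or medium: DMEM containing 5-aza-dC | Dosing: One concentration, pinned | Times: 3 d treatment, 15 min room-temperature fixation | Controls: Ellipticine 6 µM positive control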
# S100A4 MyoIIA – blocks human S100A4 binding to myosin IIA peptide; S100A4/TAMRA-MyoIIA peptide fluorescence polarization; inhibition, % at 10.7 µM; 0.14% of 360,000 active; AID 652163;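 active = mean inhibition of at least 70% across replicates, with every replicate also reaching that level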
# Target sequence (P26447 whole entry, looked up): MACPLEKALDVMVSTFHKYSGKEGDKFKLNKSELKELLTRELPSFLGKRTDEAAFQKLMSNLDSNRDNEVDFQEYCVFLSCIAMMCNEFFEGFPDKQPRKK
#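 Test system: S100A4 monomer protein. Medium: HEPES buffer with Ca2+, pH 7.2. Reagent: fluorescent myosin IIA peptide, 5 nM. Compound dosing: single-point compound testing. Timing: 5 min between mix addition and reading. Benchmarks: DMSO neutral and TFP positive wells.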
# Cneo AK release – causes C. neoformans cell lysis. 0.2% of 360,000 active. AID 651654. adenylate kinase release luminescence, 4 h; normalised: neutral wells 0, clomiphene wells 100. lysis activity, % at 15 µM;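 active = mean lysis activity across replicates of at least 80%, whatever share of replicates individually reach that level; inactive = mean lysis activity below 80%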
#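 Assay system: C. neoformans cells. Amount: yeast cell density of 5 × 10^6 cells/mL. Technique: AK luminescence. Buffer or medium: YPD. Times: static 4 h at 37 °C with compound, 1 h detection. Dosing: single-point compound dose. Read-out: lysis from increased AK signal.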
# LGR2 antag – blocks bursicon-induced cAMP signaling via Drosophila LGR2. HEK293 LGR2, CRE-luciferase, bursicon-stimulated, 4 h. inhibition, % at 9.99 µM. 0.35% of 380,000 active;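 active = drop in luminescence signal, shown as inhibition above about 50% in the replicate tests, limit read from the data, passing the limit was not always enough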;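 note: agonist challenge used bursicon conditioned medium at about half maximal strength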
# * hit, by the source's call; / = no result given. Not all compounds are listed; count on the stated rates, not on these rows.
Structure	PGC1a acetyl inh	ERAP1 inh	C2C12 statin	SIRT5 block	Xi reactivation	S100A4 MyoIIA	Cneo AK release	LGR2 antag
CC(C)NC(=O)N(C)C[C@@H]1OCCCC[C@@H](C)Oc2ccc(NS(=O)(=O)c3ccc(F)cc3)cc2C(=O)N([C@H](C)CO)C[C@@H]1C	3.1	0.6	/	-3.5	0.2	-0.8	-0.4	6.4
Cc1oc2ccc(OCc3c(F)cccc3Cl)cc2c1C(=O)O	-1.9	0.6	/	-4.4	0.0	3.3	/	-5.0
CCCn1cc(SCC(=O)NC2CCCC2)c2ccccc21	2.9	0.1	/	-2.0	0.4	6.0	1.7	15.9
CCC(c1nnnn1-c1ccc2c(c1)OCCO2)N1CCN(C(=O)C2CCCO2)CC1 (centres undefined)	/	-1.0	/	-0.4	-0.1	-0.2	/	-7.9
Cc1ccc(S(=O)(=O)Nc2ccc3c(c2)C(=O)N([C@H](C)CO)C[C@H](C)[C@H](CN(C)Cc2ccncc2)O3)cc1	-9.2	3.6	-13.4	-3.9	0.2	4.1	1.5	-3.6
Cc1noc(C)c1NC(=O)Nc1ccc2c(c1)C(=O)N([C@H](C)CO)C[C@@H](C)[C@@H](CN(C)CC1CCCCC1)OCCCC[C@H](C)O2	-4.5	-0.1	/	2.1	-0.7	-0.1	43.5	9.5
NC(=O)C1CCN(C(=O)c2cc3ccccn3n2)CC1	-0.1	1.6	-0.9	-1.2	0.1	-3.1	-1.2	-11.6
COc1cccc(CSCC(=O)NCCc2ccccc2)c1OC	3.5	20.3	7.7	1.0	0.4	-4.6	1.0	6.2
O=C(NCC[C@H]1CC[C@@H](NS(=O)(=O)Cc2ccccc2)[C@@H](CO)O1)C1CCC1	3.6	/	-2.7	/	-0.5	/	/	-3.2
Cc1ccc(NC(=O)CN(C)C2CCCCC2)cc1Cl	2.4	-1.2	-11.7	-2.8	0.0	-4.6	4.2	-1.2
CCCCCn1c(SCC(=O)OC)nc2c1c(=O)[nH]c(=O)n2C	/	4.8	2.8	9.6	0.0	-5.1	0.1	-0.6
Cc1ccc(N2C(=O)C3C(C2=O)C2C=CC3C23CC3)c([N+](=O)[O-])c1 (centres undefined)	/	11.4	/	-0.7	0.7	2.2	/	-0.1
OC[C@@H]1CN(C2CCCC2)C[C@H](n2cnc3c(N4CCCC4)ncnc32)O1	-2.6	-2.1	8.6	/	0.5	16.5	-0.4	4.9
CC(=O)c1cc2c(cc1NC(=O)CN(C)S(=O)(=O)c1cccs1)OCO2	/	1.2	5.0	-5.4	0.0	9.4	4.7	-11.9
Cc1cc(C)n2c(SCC(=O)NCc3ccc4c(c3)OCO4)nnc2n1	-4.5	2.6	4.0	-9.2	0.0	-0.6	0.6	4.5
COc1ccc(Nc2nc(C(=O)N3CCc4ccccc4C3)cs2)cc1	-3.5	-8.5	/	0.6	6.6	4.7	/	-6.0
COc1ccc(N2CCN(c3cc(C(=O)NC4CCCCC4)ncn3)CC2)cc1OC	/	-0.8	-3.0	-2.1	0.0	-2.0	-0.5	7.1
Cc1ccc(-c2ccc3c(c2)O[C@@H](CN(C)Cc2cccc(C(=O)O)c2)[C@@H](C)CN([C@@H](C)CO)S3(=O)=O)cc1	8.9	3.0	8.7	-0.7	-0.7	-40.4	-3.5	6.0
O=C(NCC[C@@H]1CC[C@H](NC(=O)C2CCCC2)[C@@H](CO)O1)c1ccc(F)cc1	-7.2	0.0	2.4	-3.0	0.4	-5.9	1.8	-5.6
Cc1nc2scc(C)n2c(=O)c1S(=O)(=O)N1CCN(c2ccccc2F)CC1	-6.6	-1.4	-2.2	-0.3	0.1	5.7	-8.4	-27.9

# Remaining list, next part.
Structure	PGC1a acetyl inh	ERAP1 inh	C2C12 statin	SIRT5 block	Xi reactivation	S100A4 MyoIIA	Cneo AK release	LGR2 antag
CCCNC(=O)C[C@H]1CC[C@@H]2[C@@H](COc3ccc(NC(=O)C4CCCC4)cc3C(=O)N2C)O1	-0.5	0.7	-6.9	4.5	0.3	3.0	0.7	-5.0
O=C(c1ccccc1)N1CCN=C1c1ccccc1	-10.1	/	-16.8	/	0.0	/	1.7	2.8
COc1ccc(C(=O)NCCOc2ccccc2Cl)c(OC)c1OC	-0.4	1.9	5.2	-3.5	0.0	-8.2	-1.5	-59.3
O=C(Nc1ccccc1F)N[C@H]1C=C[C@@H](CC(=O)N2CCCCC2)O[C@H]1CO	-6.3	0.1	5.8	1.7	0.4	-1.2	-1.6	4.4
CCn1cc(C(=O)O)c(=O)c2cc(F)c(N3CCN(C(=S)NC(=O)c4cc(OC)cc(OC)c4)CC3)cc21	3.9	5.0	7.0	3.1	0.0	-3.0	0.1	19.0
CC(=O)Nc1ccc2nc(NC(=O)CCc3ccccc3)sc2c1	/	0.8	-1.8	0.2	0.2	38.4	/	2.0
O=C(NCCCN1CCN(CCCNC(=O)c2cccc([N+](=O)[O-])c2)CC1)c1cccc([N+](=O)[O-])c1	/	0.9	/	/	0.0	-1.2	/	-9.4
CCOc1ccc(-c2ccc(SCC(=O)NCC3CCCO3)nn2)cc1 (centres undefined)	-6.5	6.7	/	-5.7	0.5	-2.9	/	-25.3
CCOc1ccccc1N1CCN(C(=O)c2ccccc2SCC(=O)N2CCCC2)CC1	1.5	2.1	/	-3.8	0.1	3.8	0.9	-5.8
O=C(C[C@@H]1CC[C@@H](NC(=O)CCN2CCCCC2)[C@H](CO)O1)NCc1ccc(Cl)c(Cl)c1	4.8	-5.1	-4.3	-4.2	-0.3	11.2	2.5	-3.1
O=S(=O)(N[C@@H]1CC[C@H](CCn2cc(Cc3ccccc3)nn2)O[C@H]1CO)c1ccccc1F	-6.9	-0.8	6.1	-0.4	-0.1	-5.2	-1.2	2.2
CCOc1cc(/C=N/NC(=O)c2ccccn2)ccc1OC(=O)c1ccc(F)cc1	-2.9	2.3	/	-0.3	0.1	-2.6	-0.6	-9.2
CC(=O)c1cccc(NC(=O)CSc2nc(=O)n(CCN3CCOCC3)c3c2CCC3)c1	10.0	-1.7	-24.3	1.4	0.4	1.5	3.2	3.3
COc1cccc(NC(=S)N/N=C2/CCCCc3ccccc32)c1	-1.1	1.4	/	-2.7	0.3	4.7	4.6	-32.2
O=C(CSc1nnc(-c2ccc(F)cc2)c2ccccc12)Nc1cccc(Cl)c1	/	-0.2	/	-3.4	0.0	-2.4	/	8.2
C[C@H]1CN([C@@H](C)CO)S(=O)(=O)c2ccc(/C=C/c3ccccc3)cc2O[C@@H]1CN(C)C(=O)c1ccc2c(c1)OCO2	-9.2	7.7	15.0	2.0	-0.7	0.0	-4.8	2.4
COc1ccc(NC(=O)c2cn(C)c(=O)c3cc(OC)c(OC)cc23)cc1OC	1.0	-2.1	-9.5	-0.7	0.0	-3.5	-0.4	-18.3
C[C@H](CO)N1C[C@H](C)[C@H](CN(C)Cc2ccc(C(=O)Nc3ccccc3N)cc2)Oc2ccc(NC(=O)Nc3ccc4c(c3)OCO4)cc2C1=O	9.0	0.9	/	/	0.0	10.4	2.6	28.7
O=C(Nc1ccccc1N1CCOCC1)c1cc(Br)c(Br)s1	3.9	-7.4	/	-2.5	-0.1	11.6	/	8.6
Cc1ccc(-n2nc3c(=O)n(C(C)C(=O)NCc4ccccc4Cl)nc(C)c3c2C)cc1 (centres undefined)	/	-3.9	-8.4	1.2	0.1	-3.3	9.2	-4.9

# Other entries
Structure	PGC1a acetyl inh	ERAP1 inh	C2C12 statin	SIRT5 block	Xi reactivation	S100A4 MyoIIA	Cneo AK release	LGR2 antag
CC=Cc1ccc2n(c1=O)C[C@H]1[C@H](CO)[C@@H](C(=O)NCC3CC3)N(Cc3ccccn3)[C@@H]21 (mixture of isomers)	/	1.6	30.9	2.4	0.0	38.8	-1.6	1.9
O=C(C1CCCN1S(=O)(=O)c1cccc2cccnc12)N1CCc2ccccc2C1 (centres undefined)	-7.0	0.2	3.9	/	0.1	-2.0	2.6	-2.1
Cc1nn(-c2ccccc2)c(Cl)c1/C=N/Nc1nc2ccccc2n1C	/	-1.5	/	0.1	-0.1	-1.3	/	-96.0
Cc1ccc(NC(=S)Nc2ccccn2)c(C)c1	-11.6	-0.8	/	-8.0	-0.1	2.3	/	-62.0
COCCn1nnnc1C(c1cc(OC)ccc1OC)N1CCc2ccccc2C1 (centres undefined)	-6.2	/	0.9	/	/	/	15.8	-28.1
COc1ccc(NC(=O)N(C)C[C@H]2Oc3ccc(NS(=O)(=O)c4ccc(C)cc4)cc3C(=O)N([C@@H](C)CO)C[C@H]2C)cc1	-18.6	/	22.0	/	-0.1	/	/	10.0
Cc1cc(O)c(C(C)C)cc1NC(=O)Nc1cc(Cl)ccc1Cl	-5.2	-1.9	6.3	-0.2	-0.1	-10.9	-2.1	29.0
CCOC(=O)CCc1c(C)c2c(C)nn(-c3ccccc3)c2[nH]c1=O	-7.1	-4.3	-3.3	-2.9	0.3	-2.4	1.1	-4.5
O=[N+]([O-])c1ccc(Cc2nnc(-c3ccccc3Cl)o2)cc1	-3.1	-4.1	5.9	0.3	0.0	-12.0	/	-66.7
CSc1ncccc1C(=O)Nc1nc(C(C)(C)C)cs1	-3.9	0.3	-1.7	2.7	0.1	0.2	2.3	-37.7
CCOC(=O)c1nn(-c2ccc(F)cc2)c2c1CC/C2=C/c1ccccc1	-1.4	-2.9	-7.4	-3.8	0.1	-7.3	/	/
O=C(O)CN(c1ccc(F)cc1)S(=O)(=O)c1ccc2c(c1)OCCO2	-4.3	0.1	13.5	-1.5	/	63.2	-1.1	1.9
Cc1ccc(NC(=O)C(c2ccccc2)C2CCCC2)cc1 (centres undefined)	/	0.2	16.0	-2.1	0.1	2.2	-0.9	-5.8
CSCCC(NC(=O)c1ccccc1)C(=O)NNC(=O)c1csc(N2CCOCC2)n1 (centres undefined)	/	0.4	7.4	0.7	0.2	0.1	1.0	-2.2
CCN(CC)CCCNC(=O)c1ccc2c(=O)n(Cc3ccc4c(c3)OCO4)c(=S)[nH]c2c1	-12.3	-4.1	2.6	-1.3	-0.1	6.3	-0.3	-4.2
CC(=O)OCC1=C(C(=O)O)N2C(=O)C(NC(=O)C(C)Cn3cc(Cl)cn3)C2SC1 (centres undefined)	/	3.4	/	-1.7	0.0	1.9	/	-2.7
Nc1nc(SCc2ccccc2)sc1C(=O)N1CCCCC1	-3.6	-2.4	7.1	1.2	-0.2	-1.3	-12.4	-60.2
O=C(Cn1cnc2scc(-c3cccc([N+](=O)[O-])c3)c2c1=O)NCc1ccco1	/	5.0	/	-5.0	0.0	-2.7	/	/
C[C@@H]1CN=C2N(CCNC(=O)CCC3CCCCC3)[C@H](Cc3ccc(O)cc3)CN21	/	1.0	-20.3	0.0	0.3	-2.8	-2.1	11.1

# Just C2C12 statin, Xi reactivation and Cneo AK release, for some of the entries so far:
Molecule,C2C12 statin,Xi reactivation,Cneo AK release
COc1ccc(NC(=O)N(C)C[C@H]2Oc3ccc(NS(=O)(=O)c4ccc(C)cc4)cc3C(=O)N([C@@H](C)CO)C[C@H]2C)cc1,22.0,-0.1,/
Cc1cc(O)c(C(C)C)cc1NC(=O)Nc1cc(Cl)ccc1Cl,6.3,-0.1,-2.1
CCOC(=O)CCc1c(C)c2c(C)nn(-c3ccccc3)c2[nH]c1=O,-3.3,0.3,1.1
